Giardia FBPA inh: Giardia lamblia aldolase inhibition | purified Giardia FBPA | Potency, µM (titrated, usually from 59.6 µM), without a hit: top-dose activity, negative = inhibition, usual class: inhibitors | 0.71% of 290,000 active | AID 2451; note: potency is the fitted concentration of half-maximal effect; nearly all actives have a fitted effect of over 55% in size
Target sequence (A8B2U2 whole entry, looked up): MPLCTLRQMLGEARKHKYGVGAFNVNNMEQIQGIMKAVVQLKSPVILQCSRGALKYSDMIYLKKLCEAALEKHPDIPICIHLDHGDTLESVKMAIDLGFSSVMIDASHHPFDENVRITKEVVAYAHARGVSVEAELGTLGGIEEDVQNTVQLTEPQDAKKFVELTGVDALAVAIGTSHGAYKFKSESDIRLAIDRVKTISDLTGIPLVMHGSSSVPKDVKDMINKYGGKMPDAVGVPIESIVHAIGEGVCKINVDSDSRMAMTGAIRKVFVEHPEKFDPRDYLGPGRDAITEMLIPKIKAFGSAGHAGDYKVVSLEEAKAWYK
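40 nM FBPA preincubated 10 min at RT with compound (up to 57.5 uM final), then substrate plus GAPDH/TPI/NAD/arsenate coupling and diaphorase/resazurin added. Fluorescence read after 20 min at RT, 525/598 nm.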
HCV inh: inhibitors of hepatitis C virus infection | 3.4% of 340,000 active | Potency, µM (titrated, usually from 41.8 µM), for inactives: at the top dose activity change, negative = inhibition, hits mostly inhibitors | Huh7.5.1 HCVcc-Cre infection, luciferase reporter, 44 h; note: potency is the fitted concentration of half-maximal effect
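Luciferase read-out (15 sec integration) after a 15 min room-temperature substrate step quantifies HCVcc-Cre infection. Cells, 1,000 per well, had compound added 4 h post-plating, then virus at ~0.5 moi, and were cultured 44 h.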
AmpC inh detg: AmpC beta-lactamase inhibition with detergent present; P00811; AmpC hydrolysis of nitrocefin, absorbance 480 nm, 0.01% Triton; 0.041% of 370,000 active; Potency, µM (series often up to 114 µM), inactives show at the top dose activity change, negative = inhibition, most hits filed as inhibitors;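 note: potency is the fitted concentration of half-maximal effect; 0% = no-compound wells and -100% = no-enzyme wells; nearly all actives have a fitted effect of over 25% in size; some results filed as inactive show a strong effect at the top dose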
Target sequence (P00811 whole entry, looked up): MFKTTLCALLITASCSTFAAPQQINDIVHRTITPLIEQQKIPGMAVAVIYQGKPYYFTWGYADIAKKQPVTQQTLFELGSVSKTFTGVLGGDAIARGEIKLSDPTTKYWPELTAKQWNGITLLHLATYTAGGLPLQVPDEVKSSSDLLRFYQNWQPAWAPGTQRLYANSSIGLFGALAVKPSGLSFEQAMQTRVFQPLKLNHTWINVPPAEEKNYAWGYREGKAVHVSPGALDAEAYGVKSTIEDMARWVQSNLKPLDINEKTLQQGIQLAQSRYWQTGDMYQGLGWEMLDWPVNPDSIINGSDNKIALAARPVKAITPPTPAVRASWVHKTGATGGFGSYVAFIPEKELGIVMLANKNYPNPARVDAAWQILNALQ
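AmpC (5.3 nM in the dispensed reagent) in 20 mM phosphate pH 7.0 with 0.01% (detergent screen) or 0.0001% Triton X-100 was preincubated with compounds for 15 min at room temperature. Nitrocefin was then added from an 800 uM solution, and hydrolysis was followed at 480 nm.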
Sm TGR inh: S. mansoni TGR enzyme inhibition | Q962Y6 | purified TGR, DTNB reduction, TNB absorbance 405 nm | Potency, µM (doses to about 114 µM), for inactives: at the highest dose activity change, negative = inhibition, most hits filed as inhibitors | 3% of 360,000 active | AID 485364; note: potency is the fitted concentration of half-maximal effect; nearly all actives have a fitted effect of over 60% in size
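First, TGR (20 nM dispensed) and NADPH were mixed with compound. Second, a 15 min room-temperature incubation followed. Third, further NADPH and then DTNB were added to start the reaction. Finally, TNB absorbance was monitored kinetically.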
HCMV inh: human cytomegalovirus inhibition; 4.5% of 410,000 active; activity change, negative = inhibition, % at 57.5 µM; AID 1259415; HFF cells, HCMV-luciferase reporter, 72 h; active compounds read low; in the data active = activity change below about -60%; inconclusive = no clear call, values can overlap the other calls; inactive = above about -39%
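HFF cells seeded 16 h at 37C, treated with compounds, infected with luciferase-reporter HCMV at MOI 1 PFU/cell; luciferase read at 72 h post infection, normalized to buffer-only and Salinomycin controls.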
AmpC no deterg: blocks E. coli AmpC beta-lactamase in detergent-free assay; AmpC nitrocefin hydrolysis, absorbance 480 nm, 0.0001% Triton; Potency, µM (top dose mostly 57.1 µM), inactives show top-dose activity change, negative = inhibition, usual class: inhibitors; P00811; 0.52% of 330,000 active; AID 485341;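 note: potency is the fitted concentration of half-maximal effect; plate controls were no compound for no effect and no enzyme for full effect; nearly all actives have a fitted effect of over 20% in size; some results filed as inactive show a strong effect at the top dose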
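20 mM phosphate pH 7.0 + 0.01% (detergent screen) or 0.0001% Triton X-100; 5.3 nM AmpC reagent; cpd preinc 15 min RT; nitrocefin (800 uM stock) to start; A480 q20 s × 4 min; Activity was normalised to no-enzyme and no-compound control wells.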
The depositor's hits bear a star; ? = inconclusive; . = no result given; & = joins results of further samples; [ ] = remark or other dose. Unless noted, calls come from the whole dose curve; as a rule, active = well fitted curve in the direction sought with a large enough effect; inconclusive = small, poorly fitted or top-dose-only effect, or another doubt; inactive = no such curve, though single readings can be large; an effect the other way counts as inactive or inconclusive. Unless noted, % is set by controls: 0 for no effect and ±100 for the full control effect.

#	structure	Giardia FBPA inh	HCV inh	AmpC inh detg
1	Oc1ccc(Br)cc1-c1nc2cnccn2c1NC1CCCC1	-8%	11µM*	-14%
2	COc1ccc(C)cc1-n1nnnc1SCC(=O)NC1CCS(=O)(=O)C1 (centres undefined)	.	4%	?
3	O=C(O)c1ccc(Nc2cnc3ccccc3n2)cc1	1%	-7%	6%
4	C#CC(C)(C)NC(=S)NC1CC2C=CC1C2 (centres undefined)	-2%	-12%	4%
5	CCOc1ccc(C2CC(=O)NC2=O)cc1 (centres undefined)	-2%	2%	?
6	CC1=CC(=O)C(C(C)C)=C/C1=C(\c1cc(C(C)C)c(OP(=O)(O)O)cc1C)c1ccccc1C(=O)O	7%	?	0%
7	COc1ccnc2c1c(=O)n(Cc1ccccc1Cl)c(=O)n2C	16%	-2%	-13%
8	CCOc1ccc(CNC(=O)CCS(=O)(=O)Cc2ccccc2C)cc1OC	0%	14%	-9%

#	Sm TGR inh	HCMV inh	AmpC no deterg
1	4%	?	5%
2	0%	?	-10%
3	-7%	69	-16%
4	16%	0	-32%
5	0%	-16	-14%
6	26%	-98*	-29%
7	-8%	8	3%
8	-4%	?	0%

(continued)
#	structure	Giardia FBPA inh	HCV inh	AmpC inh detg
9	Cc1ccc(-n2c(Cc3cccn3C)nnc2SCC(N)=O)cc1	8%	20%	-11%
10	Cc1ccc(-c2nn(-c3ccccc3)cc2CSC(=N)N)cc1	-1%	?	2%
11	CC(=O)C1=NN(c2ccccc2)C(c2cccs2)N1c1ccccc1 (centres undefined)	-8%	.	-15%
12	Cc1ccc2c(c1)c(C)c(C)n2CC(O)Cn1nc(C)cc1C (centres undefined)	-12%	-17%	-8%
13	CCOc1ccccc1CN1CCN(C2CCN(c3ccccc3F)CC2)CC1CCO (centres undefined)	10%	?	-5%
14	Cn1cnnc1SCC(=O)Nc1ccc(Br)cc1F	3%	17%	-10%
15	CSc1ncc(CN2CCc3c([nH]c4ccccc34)C2c2cccc(C)n2)cn1 (centres undefined)	-14%	-24%	1%
16	CC(=O)Nc1nonc1-n1nnc(C(=O)NCc2ccccc2)c1C	0%	-19%	6%

#	Sm TGR inh	HCMV inh	AmpC no deterg
9	-10%	11	7%
10	-4%	4	17%
11	4%	.	-49%
12	0%	-21	75%[activator]
13	?	-13	97%[activator]
14	-7%	-29	-10%
15	?	0	79%[activator]
16	7%	3	9%

(cont.)
#	structure	Giardia FBPA inh	HCV inh	AmpC inh detg
17	CCCc1nnc(SCC(=O)N2CCOCC2)n1Cc1ccco1	0%	13%	-5%
18	CN(CC(=O)Nc1c(Cl)cccc1Cl)C(=O)c1ccc(-n2cncn2)c([N+](=O)[O-])c1	.	2%	2%
19	COc1ccc(N2CC(C(=O)N[C@H](C(=O)NC3CCCC3)C(C)C)CC2=O)cc1 (some centres undefined)	.	16%	2%
20	Cc1ccc(S(=O)(=O)CCC(=O)OCC(=O)NCc2ccccc2)cc1	.	3%	-5%
21	CON(C)S(=O)(=O)c1ccc2c(c1)N(Cc1ccc(C)cc1)C(=O)C1CCCN21 (centres undefined)	-1%	-23%	2%
22	O=C(Cn1c(=O)n(Cc2ccc3c(c2)OCO3)c(=O)c2oc3ccccc3c21)Nc1ccccc1	.	.	-7%
23	COc1cc(-c2cc(C(=O)Nc3cccc(S(=O)(=O)N(C)C)c3)c3ccccc3n2)cc(OC)c1OC	-6%	?	0%
24	COc1ccc(NC(=O)C2=C(C)Nc3ncnn3C2c2ccc(C)o2)cc1 (centres undefined)	.	.	13%

#	Sm TGR inh	HCMV inh	AmpC no deterg
17	-31%	2	1%
18	2%	-8	-18%
19	5%	5	-9%
20	5%	-10	9%
21	-24%	-31	-31%
22	1%	-21	.
23	3%	2	-14%
24	2%	7	.

Further structures follow.
#	structure	Giardia FBPA inh	HCV inh	AmpC inh detg
25	O=C(OC1CCOC1=O)c1ccc2ccccc2n1 (centres undefined)	3%	8%	-5%
26	S=C1CN=C(c2ccccc2Cl)c2cc(Cl)ccc2N1	-7%	-11%	?
27	O=S(=O)(Nc1ccc(Cl)c(C(F)(F)F)c1)c1cnc[nH]1	5%	-15%	-1%
28	CCOc1ccccc1NC(=O)Cn1c(=O)n(-c2ccc(F)cc2)c(=O)c2sc3ccccc3c21	.	.	13%
29	O=S1(=O)CCN(Cc2cccc(Cl)c2)CC1	-3%	7%	?
30	Cc1ccc(-n2nccc2-c2nn(-c3cccc(C(F)(F)F)c3)c(=O)n(C)c2=O)cc1	5%	14%	?
31	Cc1cc(-c2cc(-c3ccc(Cl)cc3)on2)nc(NCC2CC2)n1	6%	-1%	0%
32	CCOC(=O)C(Cc1ccc(O)cc1)NC(=O)CCc1c[nH]c2ccccc12 (centres undefined)	1%	10%	-7%

#	Sm TGR inh	HCMV inh	AmpC no deterg
25	1%	42	-16%
26	-2%	-32	-30%
27	5%	38	-27%
28	-2%	48	.
29	-12%	5	-10%
30	?	1	-17%
31	-2%	62	-31%
32	0%	13	-7%

Going on with the list.
#	structure	Giardia FBPA inh	HCV inh	AmpC inh detg
33	COc1ccccc1CNC(=O)CN(C)S(=O)(=O)c1ccc(Br)s1	3%	-1%	0%
34	O=C(NCCC1=CCCCC1)c1ccc([N+](=O)[O-])cc1	-3%	7%	-14%
35	Cc1ccc(C(=O)COC(=O)c2cc(-c3ccccc3)nc3ccccc23)cc1C	.	.	7%
36	CCc1ccc(S(=O)(=O)Nc2cc3c(C(=O)OCc4ccccc4)c(C)oc3c3ccccc23)cc1	.	.	14%
37	CC(C)(C)[C@H]1COC(=O)[C@@H](Cc2ccc(F)cc2)C/C=C\C[C@@H](CC(=O)N[C@@H](CO)Cc2ccccc2)C(=O)N1	.	-3%	.
38	O=C(Nc1ccccc1CC[N+](=O)[O-])N1CCN(c2ccccc2)CC1	-10%	-7%	12%
39	Cc1ccccc1NC(=O)c1ccc(F)c(S(=O)(=O)N2CCc3ccccc3C2)c1	.	.	0%
40	O=C(O)c1cc(Sc2ccc(Br)cc2)nc2ccccc12	3%	14%	0%

#	Sm TGR inh	HCMV inh	AmpC no deterg
33	2%	-13	-10%
34	-7%	-17	-13%
35	4%	26	.
36	1%	8	.
37	.	29	286%[activator]
38	2.2µM*	-24	7%
39	4%	10	.
40	-3%	-3	-27%

Brought forward from above: 7 entries, followed by the next part.
#	structure	Giardia FBPA inh	HCV inh	AmpC inh detg
34	O=C(NCCC1=CCCCC1)c1ccc([N+](=O)[O-])cc1	-3%	7%	-14%
35	Cc1ccc(C(=O)COC(=O)c2cc(-c3ccccc3)nc3ccccc23)cc1C	.	.	7%
36	CCc1ccc(S(=O)(=O)Nc2cc3c(C(=O)OCc4ccccc4)c(C)oc3c3ccccc23)cc1	.	.	14%
37	CC(C)(C)[C@H]1COC(=O)[C@@H](Cc2ccc(F)cc2)C/C=C\C[C@@H](CC(=O)N[C@@H](CO)Cc2ccccc2)C(=O)N1	.	-3%	.
38	O=C(Nc1ccccc1CC[N+](=O)[O-])N1CCN(c2ccccc2)CC1	-10%	-7%	12%
39	Cc1ccccc1NC(=O)c1ccc(F)c(S(=O)(=O)N2CCc3ccccc3C2)c1	.	.	0%
40	O=C(O)c1cc(Sc2ccc(Br)cc2)nc2ccccc12	3%	14%	0%
41	COc1ccc(NC2CS(=O)(=O)CC2NCc2ccco2)cc1 (centres undefined)	-28%	-7%	-2%
42	COc1ccc(C(C)=O)cc1COC(=O)c1ccc2ccccc2n1	-9%	-15%	-8%
43	O=C(NC1CCOCC1)C1CCC(=O)N(Cc2ccc(Cl)cc2)C1 (centres undefined)	.	-4%	-4%
44	Cc1c(C(=O)c2ccccc2)c2ccccn2c1CCc1ccccn1	?	-6%	-4%
45	CCCCN1C(=O)Nc2ccccc2S1(=O)=O	-1%	0%	-7%
46	Cc1cc(=O)oc2cc(OCC(=O)NC(Cc3c[nH]c4ccc(O)cc34)C(=O)O)c(Cl)cc12 (centres undefined)	-25%	-10%	-8%
47	O=C(NCC1CCCO1)c1onc(CSc2ccc(F)cc2)c1C(=O)O (centres undefined)	11%	26%	-1%
48	CNS(=O)(=O)c1cccc(C(=O)OCc2cc(=O)oc3c(C)c(O)ccc23)c1	-6%	?	-8%

#	Sm TGR inh	HCMV inh	AmpC no deterg
34	-7%	-17	-13%
35	4%	26	.
36	1%	8	.
37	.	29	286%[activator]
38	2.2µM*	-24	7%
39	4%	10	.
40	-3%	-3	-27%
41	40%[activator]	16	-32%
42	25µM*	-25	-18%[11.4 µM]
43	0%	46	13%
44	-30%	-12	5%
45	-6%	-37	-19%
46	-5%	-28	-33%
47	5%	13	-5%
48	-9%	-1	-59%

Exported with one line to a screen: part of the list above.
33) COc1ccccc1CNC(=O)CN(C)S(=O)(=O)c1ccc(Br)s1
13) CCOc1ccccc1CN1CCN(C2CCN(c3ccccc3F)CC2)CC1CCO (centres undefined)
compound no.,33,13
Giardia FBPA inh,3%,10%
HCV inh,-1%,?
AmpC inh detg,0%,-5%
Sm TGR inh,2%,?
HCMV inh,-13,-13
AmpC no deterg,-10%,97%[activator]

Next section:
#	structure	Giardia FBPA inh	HCV inh	AmpC inh detg
49	Cc1cc(=O)oc2cc(OCc3ccc(C(=O)OCC(=O)NC4CCS(=O)(=O)C4)cc3)ccc12 (centres undefined)	-7%	-12%	-7%
50	COc1cc(CSc2ncn[nH]2)c(OC)cc1CSc1ncn[nH]1	-27%	3%	1%
51	Cc1c(N/C=C/C(=O)c2ccc(Cl)cc2)c(=O)n(-c2ccccc2)n1C	-2%	1%	7%
52	C[C@]12CC[C@@H](O)C[C@@H]1CC[C@@H]1[C@@H]2CC[C@]2(C)C(=O)CC[C@@H]12	3%&13%	14%	-8%
53	CCn1nnc(NC(=O)COc2cc(C)ccc2C(C)C)n1	1%	?	3%
54	Cc1ccc2oc(=O)c3cnn(CC(=O)N(CCN(C)C)Cc4ccco4)c3c2c1	12%	0%	-12%
55	CCCN(CC(=O)Nc1ccccc1C)C(=O)/C=C/c1ccc(OCC)c(OC)c1	.	?	?
56	O=C(Nc1cc(Cl)cc(Cl)c1)c1ccc(F)c(S(=O)(=O)NC2CCCCC2)c1	.	.	12%

#	Sm TGR inh	HCMV inh	AmpC no deterg
49	6%	0	-3%
50	-25%	-20	-7%
51	-15%	-32	7%
52	9%	18	2%
53	3%	-8	4%
54	-5%	13	-2%
55	-21%	1	43%
56	8%	-21	.

The results go on.
#	structure	Giardia FBPA inh	HCV inh	AmpC inh detg
57	Clc1ccc(-c2ccc(/C=N/Nc3nncc(-c4ccccc4)n3)o2)cc1	6%	2%	-3%
58	O=C(Nc1ccccn1)c1ccc(CN(c2ccccc2)S(=O)(=O)c2ccccc2)cc1	-5%	?	-11%
59	CC(=O)NC(CC(=O)OCC(=O)c1c(N)n(C)c(=O)n(C)c1=O)c1ccccc1 (centres undefined)	-6%	-7%	-14%
60	O=C(C1CCCN(c2ncnc3c2nc2n3CCCCC2)C1)N1CCCCC1 (centres undefined)	-2%	-4%	4%

#	Sm TGR inh	HCMV inh	AmpC no deterg
57	-1%	33	-18%
58	9%	?	-14%
59	-1%	4	-6%
60	0%	-29	29%
